# Screening results from PubChem.
# LDHA block = qHTS assay for inhibitors of human lactate dehydrogenase; 480,000 compounds, 0.15% hits; L-lactate dehydrogenase A chain (Homo sapiens), P00338; purified LDHA, NADH/diaphorase-resazurin fluorescence; hits give low values; activity change, % (values are at about 110 or 230 µM); in the data active = activity change below about -30%; inconclusive = mostly about -25% to -30%;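 note: plate controls were DMSO wells for no effect and wells without enzyme for full effect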
#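 Human LDH5 (2 nM) was incubated with 0.06 mM NADH and 0.2 mM pyruvate for 5 min at room temperature in Tris pH 7.4. Remaining NADH was coupled through diaphorase/resazurin, and resorufin fluorescence was read at 0 and 20 min.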
# * = called active by the depositor; u = inconclusive. This is a subset; rates above refer to the full screens.
SMILES | LDHA block
Cc1cc(=O)n2c3ccccc3nc2n1CC(=O)c1ccc(Br)cc1 | -1
COc1cc(NC(=O)CSc2nnc(-c3ccc(C)cc3)c(=O)[nH]2)cc(OC)c1 | -2
COC(=O)c1cc(OCc2ccccc2C#N)cc(C(=O)OC)c1 | 4
COc1cc(C2Nc3ccc(C)cc3[C@H]3OCCC[C@@H]23)cc(Br)c1O (some centres not stated) | 6
CC(NC(=O)Cc1ccc(Cl)cc1)C12CC3CC(CC(C3)C1)C2 (configuration not stated) | 13
COc1cccc(C(=O)N2CCC(C(=O)c3ccc4c(c3)OCCO4)CC2)c1OC | -2
COc1ccc2oc(=O)c(-c3csc(Nc4ccccc4)n3)cc2c1 | u
O=C(OCC1C(COC(=O)c2ccncc2)C1(Cl)Cl)c1ccncc1 (configuration not stated) | 0
CC(C)c1cccc(NC(=O)c2ccc3c(c2)NC(=O)CS3)c1 | 0
Cc1ccc(SCCNC(=O)c2ccc3c(c2)OCCCO3)cc1 | 4
CC(OC(=O)c1nn(C(C)C)c(=O)c2ccccc12)C(=O)Nc1nc(-c2ccccc2)cs1 (configuration not stated) | 2
O=C(Nc1ccnn1Cc1ccccc1Cl)c1n[nH]c(=O)c2ccccc12 | -7

# (next part)
SMILES | LDHA block
Cc1ccc(CNC(=O)NC(=O)C(F)(F)F)cc1 | 3
CCC1(C)Cc2nc3sc4c(=O)n(CC(=O)NCc5ccco5)cnc4c3cc2CO1 (configuration not stated) | 5
C/C(CC(C)C)=N\NC(=O)CCC(=O)N/N=C(\C)CC(C)C | 0
CCCCCC(C)NC(=O)c1ccc(C)c(C)c1 (configuration not stated) | -8
Cc1cccc(CNCc2cccs2)c1 | 3
N#C/C(=C\c1ccc(OCc2ccccc2)cc1)c1ccccc1 | 6
O=[N+]([O-])c1cccc(Br)c1 | 2
O=C(CSc1ncnc2nc(N3CCOCC3)sc12)Nc1cc(C(F)(F)F)ccc1Cl | 12
COc1ccc(OCCN(C)C(=O)c2ccc3ccccc3n2)cc1 | 2
Cc1oc(-c2ccccc2)nc1CC(=O)Nc1ccc(N2CCCC2=O)c(Cl)c1 | -12
COC(=O)CCCc1c(-c2ccccn2)[nH]c2cc(C)cc(C)c12 | 14
CCn1c(SCC(=O)Nc2ccc3c(c2)OCCO3)nc2c(-c3ccccc3)csc2c1=O | 1

# Overlap with the part before: 4 entries, followed by the next part.
SMILES | LDHA block
COc1ccc(OCCN(C)C(=O)c2ccc3ccccc3n2)cc1 | 2
Cc1oc(-c2ccccc2)nc1CC(=O)Nc1ccc(N2CCCC2=O)c(Cl)c1 | -12
COC(=O)CCCc1c(-c2ccccn2)[nH]c2cc(C)cc(C)c12 | 14
CCn1c(SCC(=O)Nc2ccc3c(c2)OCCO3)nc2c(-c3ccccc3)csc2c1=O | 1
Cc1ccc(NS(=O)(=O)c2cc([N+](=O)[O-])ccc2NN)c(C)c1 | 21
Cc1ccccc1-n1c(C)nnc1SCC(=O)Nc1c(C#N)c(C)c(C)n1Cc1ccccc1 | -10
Cc1ccc(Nc2nc3ccccc3nc2NS(=O)(=O)c2cccs2)cc1 | -8
Clc1ccccc1-n1ncc2c(NC3CCCC3)ncnc21 | 5
Cc1ccc(S(=O)(=O)Nc2nc3ccccc3nc2Nc2cccc(F)c2)cc1 | 5
CCS(=O)(=O)N1CCC(C(=O)Nc2ccc(OC)c(OC)c2)CC1 | 12
O=C(c1ccc(-c2ccccc2)cc1)N(Cc1cccs1)C1CC1 | 7
O=C1CCCC2=C1C(c1ccc(Cl)cc1)n1nc(-c3cccnc3)nc1N2 (configuration not stated) | 11
COc1ccc2[nH]cc(C(C(=O)O)N3CCN(C(=O)OC(C)(C)C)CC3)c2c1 (configuration not stated) | 0
CCCC(=O)Nc1ccc(CNCc2c(C)cc(C)cc2C)cc1 | 7
CCN(CC)S(=O)(=O)c1ccc(Cl)c(C(=O)Nc2cccc3cccnc23)c1 | 9
O=C(COC(=O)C12CC3CC(CC(C3)C1)C2)Nc1ccc([N+](=O)[O-])cc1C(F)(F)F | 6

# (more compounds)
SMILES | LDHA block
CCOc1cc(/C=C2\NC(=O)NC2=O)ccc1OCc1ccc(Br)cc1 | 8
CCCC(=O)N1CCCN(C(C)C(=O)Nc2ccc(F)c(F)c2)CC1 (configuration not stated) | -7
c1csc(-c2noc(CNc3ccc(-n4cnnn4)cc3)n2)c1 | 3
CC(C)(C)n1nnnc1SCc1coc(-c2ccccc2)n1 | 10
COc1cc(Cl)c(C)cc1NC(=O)C(C)N1CCN(S(=O)(=O)c2ccccc2C#N)CC1 (configuration not stated) | -14
CSc1ccc(OC(=O)c2ccccc2F)cc1 | -1
CC(=O)Nc1ccc(SC2CCCC2)cc1 | 0
Cc1nc2ccccc2c(C)c1CC(=O)NCC1CC1 | 2
O=c1c2ccccc2nc2sc(Nc3ccccc3)nn12 | -13
CCCN(Cc1cc(=O)[nH]c2c(C)cc(C)cc12)C(=O)Nc1cc(Cl)c(OC)cc1OC | 28
Fc1ccc(N/N=C/c2cccc(Cl)c2)c(F)c1 | 8
COc1cc(NC(=O)c2c(-n3cnnn3)sc(C)c2C)cc(OC)c1 | 6

# 3 entries picked at random from those above:
SMILES | LDHA block
O=c1c2ccccc2nc2sc(Nc3ccccc3)nn12 | -13
COc1cc(Cl)c(C)cc1NC(=O)C(C)N1CCN(S(=O)(=O)c2ccccc2C#N)CC1 (configuration not stated) | -14
CCCN(Cc1cc(=O)[nH]c2c(C)cc(C)cc12)C(=O)Nc1cc(Cl)c(OC)cc1OC | 28

# The list goes on:
SMILES | LDHA block
CCNC(=S)N/N=C(/C)C1CCCCC1 | 14
CC/C(C)=N/NC(=O)C(c1ccccc1)c1ccccc1 | -5
Cc1ccc(CN(C)C(=O)CN2CCCC2c2ccc3c(c2)OCCO3)cc1 (configuration not stated) | u
O=C(OCc1cccc(Cl)c1)c1ccc(C2Nc3ccccc3S(=O)(=O)N2)cc1 (configuration not stated) | -8
O=C(Nc1cccc(C(=O)N2CCN(c3ccccc3)CC2)c1)C1=CSCCO1 | 5
O=C(CN1CCN(C(=O)c2cc(C3CC3)nc3ccccc23)CC1)NC1CC1 | 15
CS(=O)(=O)NC(=O)c1ccc(Br)cc1F | 5
CCC(=O)NC(c1cccc(C)c1)c1cc(Cl)c2cccnc2c1O (configuration not stated) | 8
CC(C)Cn1cnc2c1c(=O)n(CC(=O)NC1CCCCCC1)c(=O)n2Cc1ccccc1 | 0
Cc1c(-c2ccccc2)oc2c(C(=O)N(C)c3ccccc3)cccc2c1=O | 5
COc1ccccc1C(=O)Oc1ccc2c(=O)c(-c3ccccc3OC)coc2c1 | 11
CC(O)c1ccc(-c2ccc(CNC3CCCC3)o2)cc1 (configuration not stated) | 5

# Carrying on:
SMILES | LDHA block
Cc1ccc(C2CC(=O)CC(c3ccc(C)cc3)C2(C#N)C(N)=O)cc1 (configuration not stated) | 17
CC(C)CNC(=O)c1cc(-c2cccs2)nc2ccccc12 | -9
COc1ccc(-n2c(-c3ccc(F)cc3)cn3c4c(=O)[nH]c(=O)n(C)c4nc23)c(OC)c1 | 1
O=C(O)c1cccc(NCc2ccc(F)cc2)c1 | 7
CCN(CC)S(=O)(=O)c1ccc(=O)n(CCOc2ccc(C#N)cc2)c1 | -4
Cc1ccc(C)c(NC(NC(=O)c2cccc(Cl)c2)C(Cl)(Cl)Cl)c1 (configuration not stated) | u
COc1ccc(C)cc1NC(=O)Cc1nc(-c2ccccc2)oc1C | -1
CC1CCC(NC(=O)C2CC(=O)Nc3cc(F)ccc32)CC1 (configuration not stated) | 7
O=C(Nc1cccc(Cl)c1)C1CC(c2ccccc2)=NO1 (configuration not stated) | -2
FC(F)(F)c1cccc(N/N=C/c2ccc(Cl)cc2Cl)c1 | 11
CCN(CC)S(=O)(=O)c1ccc(CNC(=O)c2nn(C)c(=O)c3ccccc23)cc1 | 12
CC1(C)Cc2c(sc3c2c(=O)n(CCCO)c(=O)n3Cc2ccccc2)CO1 | 3

# Next compounds follow.
SMILES | LDHA block
CCOC(=O)CNc1cccc(C(=O)O)c1 | 0
O=C(Cn1nc(C(=O)O)c2ccccc2c1=O)Nc1ccccc1 | -15
COc1cccc(NC(=O)CCc2c(C)c3ccc(C)cc3oc2=O)c1 | -2
COc1ccc(NC(=O)c2nc3ccccc3nc2N2CCOCC2)cc1Cl | -12
CNC(=S)N/N=C(/C)c1ccc([N+](=O)[O-])cc1 | 1
O=c1oc2cc(OCc3nn[nH]n3)ccc2cc1-c1ccc2ccccc2c1 | 1
CCOC(=O)C(C)Oc1ccc2c(=O)c(-c3ccc(Cl)cc3)c(C)oc2c1 (configuration not stated) | -12
NC(=O)c1cccc(O)c1 | 8
Cc1c(Cl)ccc2c(C(=O)NC3CCCCC3)cc(-c3ccccc3)nc12 | 1
O=C(NCCc1c[nH]c2ccc(F)cc12)C1CCN(c2nc(Cl)nc3nc[nH]c23)CC1 | 5
Cc1cc(OCC(=O)N2CCCCC2CCN2CCOCC2)ccc1Cl (configuration not stated) | -2
O=C(NCc1ccc(OCC(F)(F)F)cc1)c1ccc(S(=O)(=O)N2CCOCC2)cc1 | -4

# The list continues.
SMILES | LDHA block
Cc1ccccc1-c1nn2c(COc3ccccc3)nnc2s1 | -1
O=C(/C=C/c1ccc(Cl)cc1)c1ccc(OC(F)F)cc1OC(F)F | 4
CCn1c(=O)n(CC)c2cc(Sc3ccccc3)c(NC(=O)c3cccc(OC)c3)cc21 | 1
O=C(Nc1sc2ccccc2c(=O)c1-c1ccc2c(c1)OCO2)c1ccc(F)cc1 | 4
Cc1c(-c2ccccc2)oc2c(C(=O)Nc3ccc(N4CCN(C)CC4)cc3)cccc2c1=O | 12
Cc1c(OCC(=O)Nc2ccc(Cl)cc2)c(=O)ccn1CCO | -5
O=C(COC(=O)c1c[nH]c2ccccc12)Nc1cccc2ccccc12 | -9
Cc1ccc(CNC(=O)CSc2nc3c(=O)n(C)c(=O)n(C)c3n2C)cc1 | 2
Cc1ccc(NC(=O)c2nn(C)c3c2CCc2sccc2-3)cc1F | 8
COc1cc(C2=NOC(C(=O)Nc3cc(C)nn3-c3ccccc3)C2)cc(OC)c1OC (configuration not stated) | -1
NC(=O)CCN1CCN(S(=O)(=O)c2ccc(Br)cc2Cl)CC1 | 6
Cc1ccc(N=C2C=CC(C)(C(Cl)(Cl)Cl)C=C2)cc1C (configuration not stated) | 1

# The list goes on:
SMILES | LDHA block
COc1cccc(N=C2NN=C(c3ccc4c(c3)CC(C)N4S(C)(=O)=O)CS2)c1 (configuration not stated) | -2
COc1ccc(C(=O)N[C@@H]2C(=O)Nc3c(c(C)nn3C)[C@H]2c2ccc(C)cc2)cc1OC | -4
COc1ccc(C2CC(=O)Nc3c2c(=O)[nH]c2ncnn32)cc1OC (configuration not stated) | 5
Cc1ccc(S(=O)(=O)Cc2nc(-c3ccc(C(=O)NCCN4CCCCCC4)cc3)oc2C)cc1 | -1
COc1ccc(CCNC(=O)c2ccc(N3C(=O)CCS3(=O)=O)cc2)cc1 | -4
COc1ccc2scc(N3CCN(Cc4ccccc4)CC3)c(=O)c2c1 | 3
CCc1c(C)sc2nc(NCCO)n3nc(-c4ccco4)nc3c12 | -8
CC(C)(C)CNC(=O)c1nc[nH]c1C(=O)N1CCCC1 | 12
O=C(CSCc1ccc(F)cc1Br)Nc1ccc2c(c1)OCCO2 | -3
O=c1c2ccccc2cnn1CN1CCN(S(=O)(=O)c2c(Cl)cccc2Cl)CC1 | 1
COC(=O)c1sccc1S(=O)(=O)N(CC(=O)Nc1cccc(C)c1C)c1ccc(Cl)cc1 | -8
CCOc1ccc(C2/C(=C(\O)c3ccc(C)c(F)c3)C(=O)C(=O)N2Cc2ccco2)cc1OC (configuration not stated) | -16

# (listing goes on)
SMILES | LDHA block
O=C(O)C1CC(=O)N(c2ccc(S(=O)(=O)Nc3ccc(F)c(F)c3)cc2)C1 (configuration not stated) | 1
COc1ccc(-n2c(=O)c(C#N)cc3c(=O)n4cccc(C)c4nc32)c(OC)c1 | 20
Cc1ccc(-c2ccc(C=O)o2)c(Br)c1 | 25
CC(C)c1ccc(N/C=C/C(=O)c2ccc(Br)cc2)cc1 | -15
CN(C)CC(NC(=O)c1ccc(CNC(N)=O)cc1)c1ccccc1 (configuration not stated) | 1
CCc1noc2nc(C)nc(N3CCCC(C(=O)NCc4ccccc4F)C3)c12 (configuration not stated) | 3
Cc1ccc(-c2ccc(C=O)o2)cc1Cl | 1
O=C(O)CCCCCCCCCCCC(=O)O | -2
O=C(Nc1nc(-c2ccccc2Cl)cs1)c1cccc(N2CCCC2=O)c1 | 2
COc1cc(/C=C(\C#N)C(=O)c2ccc(C)cc2)ccc1OCc1c(Cl)cccc1Cl | 8
CCN(CC)C(=O)c1sc2nc(N3CCOCC3)c3c(c2c1N)CCN(C)C3 | 7
Cc1ccc(CNS(=O)(=O)c2ccc(CCC(=O)O)cc2)cc1 | 2

# Some values from the entries so far:
# `O=C(O)C1CC(=O)N(c2ccc(S(=O)(=O)Nc3ccc(F)c(F)c3)cc2)C1` (configuration not stated) – LDHA block: 1
# `CCN(CC)C(=O)c1sc2nc(N3CCOCC3)c3c(c2c1N)CCN(C)C3` – LDHA block: 7
# `O=C(Nc1nc(-c2ccccc2Cl)cs1)c1cccc(N2CCCC2=O)c1` – LDHA block: 2

# More records follow:
SMILES | LDHA block
COc1ccc(NS(=O)(=O)c2cc(-c3n[nH]c(=O)c4c3CCCC4)ccc2C)c(OC)c1 | -6
CC(C(=O)NC(=O)NC1CCCCC1)n1cnc2c1c(=O)n(C)c(=O)n2C (configuration not stated) | -13
O=c1oc2ccc(Br)cc2cc1-c1nc(-c2ccccc2)cs1 | -1
O=C(CSc1nc2ccccc2s1)Nc1ccc2c(c1)CCC2 | 5
O=C(CN1C(=O)S/C(=C\c2ccccc2Cl)C1=O)Nc1ccc2oc(=O)ccc2c1 | -3
CC(OC(=O)/C=C/c1ccc2ccccc2n1)C(=O)NC1(C#N)CCCCC1 (configuration not stated) | 6
C=C(C)Cn1c(-n2nc(C)cc2C)nc2c1c(=O)n(CCOC)c(=O)n2C | 2
CCC1=Nc2ccccc2N=C(NC(=O)c2ccc(OC)cc2)C1c1ccc(OC)c(OC)c1 (configuration not stated) | 3
O=C(Cc1c(Cl)cccc1Cl)N1CCN(c2ccccc2O)CC1 | 10
Cc1ccc(NC(=O)CCNC(=O)c2ccccc2)cc1S(=O)(=O)N1CCCCC1 | -2
